Source: PubChem (several laboratories)
Neddylation inh – inhibitors of human cullin neddylation. calls only at 25 µM. TR-FRET cullin neddylation, biochemical. actives 0.58% (n = 360,000); in the data active means inhibition above about 36%
TbMetRS inhib – Trypanosoma brucei MetRS inhibition | purified T. brucei MetRS, ATP depletion, Kinase-Glo luminescence | inhibition, % at 11.9 µM | actives 0.4% (n = 360,000);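 active means inhibition above a per-plate cutoff of the control wells' mean inhibition plus 3 SD, cut at about 5.5% in these data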;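 further: 0% = DMSO wells median and 100% = median of wells with control inhibitor compound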
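Assay system: T. brucei methionyl-tRNA synthetase, purified | Medium: HEPES buffer with MgCl2, KCl, DTT, spermine, BSA, pyrophosphatase | Compound: 11.9 µM single point | Incubation: 15 min enzyme-compound preincubation, 2 h reaction, 10 min detection, 25 °C | Measured by: Kinase-Glo luciferase luminescence reporting remaining unconsumed ATP | Measure: % inhibition normalized to control-well medians | Replication: Singlicate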
SKN-1 inh – inhibitors of C. elegans SKN-1; C. elegans VP596 Pgst-4::GFP/RFP ratio, acrylamide-induced, 24 h; inhibition, % at 21.8 µM; actives 0.49% (n = 360,000); AID 624304;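 active means interference check ratio from 0.5 to 1.5 plus GFP to RFP signal ratio inhibition reaching or exceeding a fixed threshold, cut at about 30% in these data, passing the limit was not always enough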; further: some compounds called inactive have numbers as strong as hits
SUMO1-SIM PPI – alters human SUMO1 binding to SIM partners | SUMO1 binding to a labelled peptide, TR-FRET, 1 h | inhibition, % at 20 µM | actives 0.33% (n = 360,000); in the data active means inhibition above about 37%
Target sequence (P63165 whole entry, looked up): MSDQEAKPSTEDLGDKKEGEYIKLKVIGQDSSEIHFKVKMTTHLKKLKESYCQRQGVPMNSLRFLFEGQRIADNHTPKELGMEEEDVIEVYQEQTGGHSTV
STEP inh – inhibitors of human striatal-enriched phosphatase STEP | P54829 | recombinant STEP, OMFP fluorogenic substrate, fluorescence | inhibition, % at 20 µM | actives 0.25% (n = 360,000) | AID 588621;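 active means inhibition at 20 µM, scaled per plate between control wells, above about 37%, limit read from the data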;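 further: 0% = DMSO with enzyme and substrate and 100% = substrate only without enzyme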
Target sequence (P54829 whole entry, looked up): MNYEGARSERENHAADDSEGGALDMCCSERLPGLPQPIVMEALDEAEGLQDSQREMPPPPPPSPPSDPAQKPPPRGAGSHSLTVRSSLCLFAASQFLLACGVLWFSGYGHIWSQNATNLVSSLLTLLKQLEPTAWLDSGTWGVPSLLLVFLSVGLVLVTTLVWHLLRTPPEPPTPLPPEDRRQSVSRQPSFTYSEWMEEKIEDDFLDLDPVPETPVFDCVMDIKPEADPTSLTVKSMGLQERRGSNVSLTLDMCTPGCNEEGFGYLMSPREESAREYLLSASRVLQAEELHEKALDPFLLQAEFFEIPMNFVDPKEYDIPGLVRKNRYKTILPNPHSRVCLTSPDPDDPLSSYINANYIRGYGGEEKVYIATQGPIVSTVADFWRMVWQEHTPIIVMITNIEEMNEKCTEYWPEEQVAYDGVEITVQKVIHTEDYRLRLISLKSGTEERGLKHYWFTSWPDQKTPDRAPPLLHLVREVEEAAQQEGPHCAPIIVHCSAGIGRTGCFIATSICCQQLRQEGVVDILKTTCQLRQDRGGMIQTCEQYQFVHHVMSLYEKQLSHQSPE
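Assay system: isolated STEP enzyme. Buffer or medium: pH 6.0 Bis-Tris with DTT and Tween 20. Also added: fluorogenic phosphatase substrate OMFP at 25 µM final. Dosing: 20 µM, 1% DMSO. Timing: 20 min reaction, room temperature, in the dark. Measured by: fluorescence intensity, excitation 480 nm, emission 540 nm. Evaluation: normalized % inhibition.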
LMPTP inh – LMPTP (human) inhibition. P24666. recombinant LMPTP-A, OMFP fluorogenic substrate, fluorescence intensity. inhibition, % at 20 µM. actives 0.22% (n = 360,000). AID 651560;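 active means compounds that cut the enzyme signal by at least half of the control window in the single-dose screen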;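 further: plate controls were DMSO wells with enzyme plus substrate for no effect and substrate without enzyme for full effect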
Target sequence (P24666 whole entry, looked up): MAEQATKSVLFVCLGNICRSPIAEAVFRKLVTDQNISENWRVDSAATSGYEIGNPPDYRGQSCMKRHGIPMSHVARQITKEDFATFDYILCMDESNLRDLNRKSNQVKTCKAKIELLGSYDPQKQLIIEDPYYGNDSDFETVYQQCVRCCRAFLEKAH
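Test system – LMPTP-A phosphatase enzyme · Quantity – 0.625 nM LMPTP-A final · Reagent – OMFP substrate, 400 µM final · Dosing – one test concentration per compound, 20 µM, with 3% DMSO overall · Timing – 50 min enzyme reaction at room temperature, protected from light · Detection – fluorescence intensity · Controls – substrate-only low control, DMSO enzyme-plus-substrate high control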
DNMT1 block – blocks human DNA methyltransferase DNMT1. P26358. DNMT1 molecular beacon, Hinp1I cleavage, fluorescence. inhibition (reported as % activation of signal), % at 10 µM. actives 0.83% (n = 360,000). AID 588458; in the data active means inhibition above about 50%
NRP1-CendR mod – NRP-1/CendR interaction modulation. FAM-RPARPAR peptide binding to NRP-1, fluorescence polarization. inhibition, % at 25 µM. actives 0.85% (n = 360,000). AID 602438;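 active means inhibition or corrected inhibition above about 18%, plus a signal ratio from 0.5 to 1.5, limit read from the data, passing the limit was not always enough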; further: strong numbers were not always called active
Scp1 inh – Scp-1 (human) phosphatase inhibition | inhibition, % at 20 µM | Q9GZU7 | actives 0.88% (n = 340,000) | Recombinant Scp1, phosphopeptide, malachite green phosphate absorbance | AID 493091;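 active means inhibition above about 50% at 20 µM, limit read from the data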;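 further: plate controls were DMSO wells with enzyme for no effect and wells lacking enzyme for full effect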
Target sequence (Q9GZU7 76-261 limits assumed): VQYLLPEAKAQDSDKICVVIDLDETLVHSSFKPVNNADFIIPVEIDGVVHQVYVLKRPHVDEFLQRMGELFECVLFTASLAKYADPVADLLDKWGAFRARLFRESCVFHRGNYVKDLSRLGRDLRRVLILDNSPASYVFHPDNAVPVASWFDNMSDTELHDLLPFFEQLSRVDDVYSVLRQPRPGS
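Test system: SCP-1 phosphatase catalytic domain, residues 76-261 | Compound dosing: One concentration, 20 µM, with 1.0% DMSO | Schedule: 45 min room-temperature reaction, 5 min colour, 30 min stabiliser | Detection: Absorbance at 630 nm | Read-out basis: % inhibition of SCP-1 phosphate liberation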
NadD block – inhibitors of Staphylococcus aureus NadD; AID 602399; actives 0.78% (n = 360,000); purified NadD enzyme, colorimetric absorbance read-out; inhibition, % at 20 µM; in the data active means inhibition above about 26%; further: some compounds past the cut are filed as inactive
* = called active by the depositor; i = inactive; / = no result given.

SMILES	Neddylation inh	TbMetRS inhib	SKN-1 inh	SUMO1-SIM PPI	STEP inh	LMPTP inh	DNMT1 block	NRP1-CendR mod	Scp1 inh	NadD block
COC(=O)CN1C(=O)C(O)(CC(=O)c2ccccc2)c2ccccc21 (stereo unspecified)	i	-0.8	-19	-2	-2	-1.0	3	-32	-3	1
Nc1ccc(OCc2ccccc2)cc1	i	-0.1	8	-1	1	17	-6	-13	-3	-4
CCOC(=O)c1c(C)[nH]c(C(=O)COC(=O)CCC(=O)c2ccc3c(c2)OCCO3)c1C	i	-1.1	0	2	1	2.2	-8	9	-8	-10
C=CCN1CCOc2ccc(C)cc2S1(=O)=O	i	-0.2	5	2	1	-1.5	5	1	-6	-4
CS(=O)(=O)CCC(C(=O)OCc1ccc(Cl)cc1)N1C(=O)c2ccccc2C1=O (stereo unspecified)	i	-1.2	-5	-1	2	-0.6	8	0	-5	2
CCOC(=O)C1CCCCN1C(=O)c1ccc2nc(Cc3ccc(OC)cc3)oc2c1 (stereo unspecified)	i	0.0	-4	2	0	0.0	0	12	0	0
COc1ccc([C@H]2CC(=O)C=C(/C=C/c3ccc(Cl)cc3)C2)cc1	i	0.0	9	-8	0	4.6	-10	14	-21	-6
CCOc1ccc(C(=O)N2CCN(c3ncccn3)CC2)cc1	i	/	-1	-4	2	-1.0	-2	1	-8	2
CCN(CC)CCOc1c(Br)ccc2c1sc1nc3n(c(=O)c12)CCC3	i	-0.4	-3	-1	3	1.2	38	0	-6	-11
CN(c1ccccc1)S(=O)(=O)c1ccc(NC(=O)CC(=O)c2ccccc2)cc1	i	-0.4	5	1	-1	1.7	-19	11	-16	6
CC(=O)OC1c2ccccc2C(=O)N1c1ccccc1C (stereo unspecified)	i	0.9	-7	1	-3	-1.0	-4	11	2	2
Cc1nc2ccc(S(=O)(=O)N(C)CC(=O)NCc3ccc4c(c3)OCO4)cc2s1	i	-1.1	5	-1	-1	0.8	2	-11	-13	-1
COC(=O)C[C@H]1CC[C@H](NC(=O)c2ccc(F)cc2)[C@@H](CO)O1	i	0.5	18	2	/	0.8	/	8	/	/
O=S(=O)(c1ccc(-c2cc(C(F)(F)F)on2)s1)N1CCCC1	i	-0.2	-1	1	1	2.5	0	0	-7	-8
COCCNC(=O)CCc1nnc(Cc2ccc(-c3ccccc3)cc2)o1	i	-0.9	6	3	0	-0.5	-4	-32	0	-3
O=C(Nc1nc2ccc(Br)cc2s1)c1ccco1	i	1.0	21	-9	-2	3.0	2	-17	19	4
NC1=NC(=O)C(CC(=O)c2ccc(Cl)cc2)S1 (stereo unspecified)	i	0.5	10	-4	1	-0.6	3	-3	-10	1
Cc1ccc(C)c(OC(=O)c2cccnc2)c1	i	-2.0	3	3	-2	0.2	0	8	6	-10
CCCCn1c(-c2ccccc2)nnc1-c1ccccc1	i	0.4	2	-3	5	-0.8	1	14	0	1
C/C(N)=C(/C#N)C(=O)COC(=O)CCC1CCCC1	i	0.1	13	-6	10	0.7	3	5	-6	-3
CC(CCc1ccccc1)NC(=O)COC(=O)c1ccccc1Br (stereo unspecified)	i	-0.4	9	5	1	0.9	1	-6	-14	-11
O=C(N/N=C/c1ccc(Br)cc1)c1ccc(Br)o1	i	-0.8	9	-5	47*	12	6	-4	100*	0
CCOc1ccccc1Cn1c(=O)sc2ccccc21	i	-1.4	5	2	2	0.4	6	0	-5	1
Cc1cc(C)c(S(=O)(=O)Nc2cccc(C(=O)O)c2)cc1S(=O)(=O)Nc1cccc(C(=O)O)c1	i	0.9	15	12	5	-1.6	3	-45	14	0

Reprinted at random: 5 records from the list, in no set order.
SMILES	Neddylation inh	TbMetRS inhib	SKN-1 inh	SUMO1-SIM PPI	STEP inh	LMPTP inh	DNMT1 block	NRP1-CendR mod	Scp1 inh	NadD block
O=C(Nc1nc2ccc(Br)cc2s1)c1ccco1	i	1.0	21	-9	-2	3.0	2	-17	19	4
NC1=NC(=O)C(CC(=O)c2ccc(Cl)cc2)S1 (stereo unspecified)	i	0.5	10	-4	1	-0.6	3	-3	-10	1
C/C(N)=C(/C#N)C(=O)COC(=O)CCC1CCCC1	i	0.1	13	-6	10	0.7	3	5	-6	-3
O=C(N/N=C/c1ccc(Br)cc1)c1ccc(Br)o1	i	-0.8	9	-5	47*	12	6	-4	100*	0
O=S(=O)(c1ccc(-c2cc(C(F)(F)F)on2)s1)N1CCCC1	i	-0.2	-1	1	1	2.5	0	0	-7	-8

(next part)
SMILES	Neddylation inh	TbMetRS inhib	SKN-1 inh	SUMO1-SIM PPI	STEP inh	LMPTP inh	DNMT1 block	NRP1-CendR mod	Scp1 inh	NadD block
c1ccc2c(c1)OCC(c1nnc3sc(-c4cnccn4)nn13)O2 (stereo unspecified)	i	0.4	3	-6	8	1.3	0	-8	-3	6
O=C(CSCCO)Nc1ccc([N+](=O)[O-])cc1	i	-0.2	7	-16	-2	0.0	-1	2	-5	0
CN(C[C@H](CC1CCCCC1)N(C[C@H](Cc1ccccc1)N(CCc1ccccc1)N=O)N=O)N=O	i	-0.1	17	1	1	2.7	5	3	-6	-6
CN(CCC#N)CC(=O)Nc1ccc(S(N)(=O)=O)cc1	i	0.3	9	-2	-1	0.2	1	2	-1	3
CC1Oc2ccccc2N(CC(=O)N(Cc2ccccc2)Cc2ccccn2)C1=O (stereo unspecified)	i	-0.2	-3	-1	-2	-1.2	-10	8	-3	-7
Cc1ccc(S(=O)(=O)N(Cc2ccc(Cl)cc2)c2ccccc2C(=O)NCc2cccnc2)cc1	i	-0.4	0	0	0	0.5	-4	1	-5	-1
Cc1ccc(S/C(=N\S(=O)(=O)c2ccc(Cl)cc2)c2ccccc2)cc1	i	0.9	-9	4	-3	0.7	2	-13	-20	7
CCS(=O)(=O)c1ccccc1C(=O)NC1CCCc2ccccc21 (stereo unspecified)	i	0.1	9	1	-1	-0.8	-2	2	-1	3
O=c1c2ccccc2nnn1CSc1nnnn1-c1ccc(O)cc1	i	0.1	-4	-11	-2	-0.5	1	1	-6	-4
O=C(Nc1ccc(F)cc1F)NC1CCN(S(=O)(=O)c2ccc(F)cc2)CC1	i	-0.4	7	2	-1	1.2	-6	18	-2	-8
Cc1cccc(-n2c(C)cc(/C=C3\C(=N)N4N=C(CC(C)C)SC4=NC3=O)c2C)c1	/	0.3	7	-3	-2	-0.4	4	-10	-9	26
COc1ccc(Cc2nc(-c3ccncc3)no2)cc1	i	0.4	11	0	1	0.1	-2	6	-9	-3

Just Scp1 inh (2 entries from above):
structure,Scp1 inh
O=C(CSCCO)Nc1ccc([N+](=O)[O-])cc1,-5
c1ccc2c(c1)OCC(c1nnc3sc(-c4cnccn4)nn13)O2 (stereo unspecified),-3

The list goes on.
SMILES	Neddylation inh	TbMetRS inhib	SKN-1 inh	SUMO1-SIM PPI	STEP inh	LMPTP inh	DNMT1 block	NRP1-CendR mod	Scp1 inh	NadD block
CCOC(=O)NC(=O)/C(N=Nc1ccc(C(F)(F)F)cc1)=C(\C)O	i	0.3	8	-4	2	0.9	0	0	-3	-7
O=C(O)CC(NC(=O)C12CC3CC(CC(C3)C1)C2)c1ccc(Cl)cc1 (stereo unspecified)	i	-1.1	14	12	-3	-0.6	-1	1	-11	-1
COc1cc(CNC2CCCCC2)c(Br)cc1OC1CCCC1	i	-0.9	-11	-2	-2	-1.2	1	-9	-3	-14
C[C@@H]1COC(=O)[C@H](CC(=O)OC(C)(C)C)C/C=C\C[C@@H](CC(=O)N[C@H](CO)Cc2ccccc2)C(=O)N1	i	-0.2	-5	6	-2	-2.7	0	-8	-3	-6
CCOc1cc(C(=O)NN2CCOCC2)cc(OCC)c1OCC	i	-0.2	6	1	0	-1.9	0	11	-2	-6
O=C(O)CC1Oc2ccc(Cl)cc2NC1=O (stereo unspecified)	i	-0.3	16	5	0	-2.2	1	4	-1	-1
Cc1cccc(-c2nnc(-c3cccc(NC(=O)Cc4cccs4)c3)o2)c1	i	-0.4	8	0	0	3.6	-4	9	-6	-9
CCc1ccccc1NC(=O)COc1cccc2ccc(C)nc12	i	0.1	-2	-4	2	-1.7	2	-12	6	0
CC(=O)NC(CC(=O)N(C)Cc1cccc(Cl)c1Cl)c1ccccc1 (stereo unspecified)	i	0.2	-2	5	-2	-0.2	1	2	10	1
CCOc1ccccc1C(=O)Nc1nnc(COC)s1	i	1.2	2	3	2	-2.1	2	-4	-3	7
O=C(Nc1cccc(S(=O)(=O)N2CCCCCC2)c1)C1CC(=O)N(c2ccc3c(c2)OCCO3)C1 (stereo unspecified)	i	-0.2	5	6	-3	1.0	-3	-9	-9	-1
Cc1ccc(Nc2cc(=O)[nH]c(=O)[nH]2)cc1Cl	i	-0.7	-1	-2	2	-0.8	-5	6	17	3

Complete entries as entered above. Values in the order: Neddylation inh, TbMetRS inhib, SKN-1 inh, SUMO1-SIM PPI, STEP inh, LMPTP inh, DNMT1 block, NRP1-CendR mod, Scp1 inh, NadD block
`COCCNC(=O)CCc1nnc(Cc2ccc(-c3ccccc3)cc2)o1` is listed with i, -0.9, 6, 3, 0, -0.5, -4, -32, 0, -3
`CC(CCc1ccccc1)NC(=O)COC(=O)c1ccccc1Br` (stereo unspecified) is listed with i, -0.4, 9, 5, 1, 0.9, 1, -6, -14, -11
`CN(C[C@H](CC1CCCCC1)N(C[C@H](Cc1ccccc1)N(CCc1ccccc1)N=O)N=O)N=O` is listed with i, -0.1, 17, 1, 1, 2.7, 5, 3, -6, -6
`Nc1ccc(OCc2ccccc2)cc1` is listed with i, -0.1, 8, -1, 1, 17, -6, -13, -3, -4
`Cc1ccc(S(=O)(=O)N(Cc2ccc(Cl)cc2)c2ccccc2C(=O)NCc2cccnc2)cc1` is listed with i, -0.4, 0, 0, 0, 0.5, -4, 1, -5, -1

(list continues)
SMILES	Neddylation inh	TbMetRS inhib	SKN-1 inh	SUMO1-SIM PPI	STEP inh	LMPTP inh	DNMT1 block	NRP1-CendR mod	Scp1 inh	NadD block
CCOC(=O)N1CCN(C(=O)C(C)n2nc(C)n3c(cc4sccc43)c2=O)CC1 (stereo unspecified)	i	-0.5	5	-3	-2	-0.5	-2	0	-4	1
CCOc1cc(C(=O)NCCOC)ccc1OC	i	-0.7	-21	-1	1	-0.4	3	-3	5	1
CCCn1c(SCC(=O)Nc2ccc3c(c2)CCC3)n[nH]c1=O	i	-0.1	5	5	-1	-1.0	-3	6	-7	-3
CC1CCCCN1CCNC(=O)C1CCN(S(=O)(=O)c2cccc3nsnc23)CC1 (stereo unspecified)	i	0.2	6	-22	0	3.9	-2	-8	2	2
CCOC(=O)C(NC(C)=O)(Nc1ccc(F)cc1)C(F)(F)F (stereo unspecified)	i	-1.8	-20	0	-3	-1.0	0	10	-4	0
Cc1cc(OC(=O)c2ccccc2[N+](=O)[O-])c([N+](=O)[O-])c(=O)[nH]1	i	-0.4	-2	5	-3	-0.8	1	1	3	1
